EPAC1 antag: blocks human EPAC1 exchange factor; EPAC1 GEF assay, Rap1b-BODIPY-GDP exchange fluorescence; Potency, µM (doses to about 115 µM), without a hit: top-dose activity change, negative = inhibition, actives largely listed as inhibitors; actives 0.14% (n = 360,000); AID 720709;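 further: potency means the concentration at half of the fitted maximal effect; plate controls were vehicle for no effect and positive control for full effect; nearly all actives have a fitted effect of over 50% in size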
Target sequence (O95398 whole entry, looked up): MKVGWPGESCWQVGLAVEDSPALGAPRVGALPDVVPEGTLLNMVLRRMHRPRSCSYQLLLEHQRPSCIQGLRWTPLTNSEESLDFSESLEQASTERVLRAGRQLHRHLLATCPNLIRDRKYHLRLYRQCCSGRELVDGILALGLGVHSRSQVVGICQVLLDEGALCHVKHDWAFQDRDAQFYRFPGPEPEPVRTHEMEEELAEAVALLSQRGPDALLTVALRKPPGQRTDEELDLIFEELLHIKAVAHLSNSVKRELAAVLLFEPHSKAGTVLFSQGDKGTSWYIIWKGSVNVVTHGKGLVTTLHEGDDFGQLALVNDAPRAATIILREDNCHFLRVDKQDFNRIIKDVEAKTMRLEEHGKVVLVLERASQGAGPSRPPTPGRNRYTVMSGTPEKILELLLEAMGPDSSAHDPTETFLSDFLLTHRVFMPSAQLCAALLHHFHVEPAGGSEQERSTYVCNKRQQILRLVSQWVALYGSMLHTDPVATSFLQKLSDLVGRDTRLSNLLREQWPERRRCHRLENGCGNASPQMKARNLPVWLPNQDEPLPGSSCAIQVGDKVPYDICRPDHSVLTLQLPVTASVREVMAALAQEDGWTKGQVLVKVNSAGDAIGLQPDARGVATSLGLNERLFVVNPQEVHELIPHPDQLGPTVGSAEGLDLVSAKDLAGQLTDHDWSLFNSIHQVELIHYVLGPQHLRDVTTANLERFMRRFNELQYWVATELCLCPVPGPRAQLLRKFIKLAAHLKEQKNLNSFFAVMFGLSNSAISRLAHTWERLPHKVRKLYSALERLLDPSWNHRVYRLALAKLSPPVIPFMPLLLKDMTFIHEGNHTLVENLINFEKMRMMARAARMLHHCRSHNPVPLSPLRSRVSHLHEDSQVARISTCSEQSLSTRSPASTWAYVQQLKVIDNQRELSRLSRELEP
IL2 activator: activates IL-2 in a cell-based reporter assay | IL-2 activation reporter assay, cell-based qHTS; stimulated with anti-CD3/CD4/CD28 beads; in transgenic mouse T cells | activation, % (series mostly up to about 46 µM) | actives 0.065% (n = 360,000) | AID 652025; in the data active means activation above about 50%; inconclusive means mostly about 30% to 49%; further: 0% is about no effect
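First, unstimulated transgenic mouse T cells were exposed to compound for 60 min. Next, anti-CD3/anti-CD4-coated beads with anti-CD28 were added. Finally, after 18 h at 37 degrees C, EGFP and DsRed were imaged.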
PLK1 PBD inh: blocks phosphopeptide binding to human PLK1 polo-box domain; Potency, µM, without a hit: max response, negative = inhibition, hits mostly inhibitors; AID 720504; actives 2.8% (n = 360,000); Plk1 PBD binding of FITC phosphopeptide, fluorescence polarization; further: potency means the concentration at half of the fitted maximal effect; series mostly up to about 57 µM; on the % scale 0 is the no-effect control and ±100 the full control effect; nearly all actives have a fitted effect of over 65% in size
GLP1R inv ag: GLP-1 receptor (human) inverse agonism | P43220 | actives 1.6% (n = 410,000) | HEK293 GLP-1R CRE-luciferase, luminescence, 24 h; GLP-1R form is constitutively active | Potency, µM (titrated, usually from 38.3 µM), without a hit: at the highest dose activity change, negative = inhibition, actives largely listed as inhibitors; further: potency means the concentration at half of the fitted maximal effect; on the % scale 0 is the no-effect control and ±100 the full control effect; nearly all actives have a fitted effect of over 55% in size
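HEK293 cells stably co-expressing constitutively active GLP-1R and a cAMP-responsive luciferase reporter were seeded in DMEM with 10% Nu serum, given compounds after 12 h, and incubated 24 h at 37 deg C. Luminescence was then read.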
GLP1R ag: activates the human GLP-1 receptor | P43220 | HEK293 GLP-1R CRE-luciferase, luminescence, 4-6 h; cells express a hypersensitive GLP-1R form | Potency, µM (doses to about 45.6 µM), without a hit: at the top dose activation, most hits filed as activators | actives 0.007% (n = 380,000) | AID 624172; further: potency means the concentration at half of the fitted maximal effect; % of control where 0% means no effect
PI5P4K alpha inh: inhibitors of human PI5P4K alpha; PI5P4Kalpha enzyme, ADP-Glo luminescence, 60 min; hits give low values; max response, %; actives 1.2% (n = 330,000); AID 652105; active means max response of -50% or lower; inconclusive means between -30% and -50%; inactive means -30% or higher; further: value at the top dose of about 77 µM; on the % scale 0 is the no-effect control and ±100 the full control effect
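Reactions run in 0.038 M HEPES pH 7.4, 0.28 mM EGTA, 0.1% CHAPS and 5% DMSO, with PI5P4Kalpha, substrate, compound and 5 microM ATP final, one hour at room temperature. Readout is ADP-Glo luminescence.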
GLP1R cytotox: cytotoxicity in counter-screen for GLP-1R inverse agonists | actives 0.13% (n = 410,000) | Potency, µM (series often up to 38.3 µM), for the others: at the top dose activity change, negative = inhibition, hits mostly inhibitors | AID 624418 | HEK293 cAMP-luciferase reporter cells, luminescence, 24 h;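 further: loss of luciferase light is scored as toxicity; potency means the concentration at half of the fitted maximal effect; on the % scale 0 is the no-effect control and ±100 the full control effect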
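Step one: seed cells (200 cells/uL, DMEM with 10% Nu serum, 1% pen-strep). Step two: 12-hour incubation at 37 deg C. Step three: pin 23 nL compound, incubate 24 hr. Step four: add luciferase reagent, read luminescence 12 min later.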
PTHR1 ag: agonists of human PTHR1 parathyroid hormone receptor | Q03431 | HEK293 GP2 PTHR1 cells, GloSensor cAMP luminescence, 1 h | Potency, µM (doses to about 115 µM), without a hit: at the top dose activation, usual class: activators | actives 0.075% (n = 410,000) | AID 743266; further: potency means the concentration at half of the fitted maximal effect; nearly all actives have a fitted effect of over 55% in size; some results filed as inactive show a strong effect at the top dose; inactives centre near -15; many of its hits are not listed in these tables
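HEK-293-derived GP2 cells expressing PTHR1 and a GloSensor cAMP reporter, 3,000/well, plated overnight, given luciferin plus IBMX (each 0.5 mM as added) for 1 h at 37 °C, then compound for 1 h at 37 °C. Luminescence was read after 15 min at room temperature.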
EPAC1 ag: EPAC1 (human) agonism; O95398; EPAC1 agonist qHTS, biochemical assay; response scale: 100% = response to 6.5 mM cAMP; Potency, µM (highest dose often 154 µM), without a hit: at the top dose activation, usual class: activators; actives 0.073% (n = 360,000); AID 720707; further: potency means the concentration at half of the fitted maximal effect; nearly all actives have a fitted effect of over 60% in size
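Normalized to 6.5 mM cAMP, activity reflects EPAC1-catalysed release of BODIPY-GDP from Rap1B, followed kinetically over 30 min at 480 nm excitation, 540 nm emission. Reaction contained 100 nM EPAC1, 250 nM Rap1B-BODIPY-GDP, 50 uM GDP.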
Active calls of the source: *; i = inactive; ? = inconclusive; . = not tested or not shown; [ ] = another dose, or the depositor's remark. Unless noted, the call rests on the fitted dose curve; in most records, active means well fitted curve in the direction sought with a large enough effect; inconclusive means small, poorly fitted or top-dose-only effect, or another doubt; inactive means no such curve, though single readings can be large; an effect the other way counts as inactive or inconclusive. The list is partial; count on the stated rates, not on these rows.

Each structure is followed by: EPAC1 antag	IL2 activator	PLK1 PBD inh	GLP1R inv ag	GLP1R ag	PI5P4K alpha inh	GLP1R cytotox	PTHR1 ag	EPAC1 ag
> COc1cc2nc(N3CCN(C(=O)OCc4ccccc4)[C@H](C(=O)NC(C)(C)C)C3)nc(N)c2cc1OC
→ -9%	-0.5	-2%	?	0%	6	-17%	i	1%
> Cc1ccc(CNC(=O)c2ccc(N3CCC4(CC3)CC(c3ccccc3)=NO4)c(NC(=O)c3ccc(Br)cc3)c2)cc1
→ 6%	1.5	1%	12%	-3%	0	5%	-4%	-16%
> Cc1cc(C)cc(N(CCC#N)C(=O)COC(=O)CN2C(=O)NC(C)(C)C2=O)c1
→ 9%	-0.6	-3%	14%	6%	6	0%	i	2%
> O=C(NCc1ccc2c(c1)OCO2)c1nn(-c2ccccc2)c(=O)c2ccccc12
→ 9%	-0.9	-5%	-9%	6%	1	2%	i	19%
> Cc1nnc(SCC(=O)NC2CCCCC2)n1N
→ -4%	-2.3	0%	14%	-13%	-5	-1%	-3%	-4%
> Cc1cccc(CCN=C(N)NS(=O)(=O)c2ccccc2)c1
→ -10%	0.3	-6%	-10%	-8%	2	2%	i	5%
> Cc1cc(NC(=O)COC(=O)c2ccc(S(=O)(=O)C(F)F)cc2)n(-c2ccccc2)n1
→ -4%	-5.4	-2%	17%	-5%	4	-5%	-3%	-2%
> Cc1cc(C)c2sc(N(CCCN(C)C)C(=O)CN3C(=O)c4ccccc4C3=O)nc2c1
→ -11%	-1.8	-10%	?	10%	12	?	i	-12%
> COc1cccc(-c2nc(CS(=O)CC(=O)NC3CCCCC3)c(C)o2)c1 (stereo not drawn)
→ 14%	2.0	-13%	-1%	-2%	1	-9%	-29%	4%
> Cc1cc(S(=O)(=O)NCc2cccnc2)ccc1-n1cnnn1
→ 21%	-1.5	-9%	0%	1%	.	9%	i	0%
> COc1ccc(CCNCC(O)COc2ccc(Cl)cc2)cc1OC (stereo not drawn)
→ 24%	-2.6	-7%	?	-5%	7	-9%	-9%	15%
> CCOc1cc(CNn2nnnc2N)cc(Cl)c1OCC(=O)NC(C)(C)C
→ 19%	-2.3	-7%	-6%	17%	20	0%	i	-11%
> COc1ccc(CCC(=O)Nc2nccs2)cc1OC
→ 1%	2.1	-5%	29%	8%	-5	20%	i	-7%
> CCCN(C(=O)CCNC(=O)c1ccc(Cl)cc1)c1c(N)n(Cc2ccccc2)c(=O)[nH]c1=O
→ 7%	0.3	0%	28%	-2%	3	-2%	-11%	-5%
> O=C(Cn1nc(Cc2ccncc2)c2ccccc2c1=O)Nc1cccnc1Cl
→ 7%	-0.8	1%	18%	6%	0	-3%	i	-3%
> N/C(=N\OC(=O)Cc1ccc(-c2ccccc2)cc1)c1cccc([N+](=O)[O-])c1
→ -12%	1.9	2%	0%	5%	.	11%	-13%	21%
> CCn1c(SCC(=O)Nc2cc(C)on2)nc2c(c1=O)SCC2
→ -8%	2.8	-2%	29%	11%	-9	19%	-23%	4%
> CCO[C@@H]1OC(C(=O)N2CCN(Cc3ccc4c(c3)OCO4)CC2)=C[C@H](c2ccc3c(c2)OCO3)[C@H]1CCCO
→ -9%	0.5	-5%	4%	7%	-2	4%	i	-2%
> COc1ccc(-c2csc(NC(=O)C3CSC4(C)CCC(=O)N34)n2)c(OC)c1 (stereo not drawn)
→ 9%	-4.9	-11%	?	5%	-1	-3%	-3%	23%
> CCOC(=O)C1Sc2ccccc2NC1=O (stereo not drawn)
→ 7%	-0.6	-16%	0%	6%	-2	-6%	i	1%
> CC(c1ccon1)N(C)Cc1cn[nH]c1-c1ccc(F)cc1F (stereo not drawn)
→ -3%	0.1	-3%	-13%	10%	0	0%	-20%	13%
> O=C(CCCCO)CCCCCCCC[C@H]1N[C@H](CO)[C@H](O)[C@@H]1O[C@@H]1O[C@H](CO)[C@@H](O)[C@H](O)[C@H]1O
→ 11%	-0.3	-2%	13%	-1%	-11	-3%	i	9%
> COc1ccc(NC(=O)C2C3CCC(C3)C2C(=O)O)cc1OC (stereo not drawn)
→ 2%	-2.9	-2%	8%	0%	-4	-5%	i	-2%
> CC1C(=O)c2ccccc2CC1C(=O)O (stereo not drawn)
→ -3%	-0.6	-3%	1%	2%	-1	-6%	i	1%
> CCOc1ccccc1OCCC(=O)N1CCN(S(=O)(=O)c2ccccc2[N+](=O)[O-])CC1
→ -15%	1.7	-2%	?	10%	2	-1%	-20%	-4%
> COc1cc(OC)c(NC(=O)c2csc(C)c2)cc1Cl
→ 5%	-2.2	-1%	-4%	6%	-3	-7%	i	2%
> CS(=O)(=O)Nc1cccc(NC(=O)C2Cc3c(-c4cccc(F)c4)ccnc3O2)c1 (stereo not drawn)
→ -2%	-0.4	-4%	?	-1%	-26	?	-9%	-4%
> CCN(C(=O)CSc1nnc(-c2ccncc2)n1-c1ccccc1)C1CCS(=O)(=O)C1 (stereo not drawn)
→ 7%	-1.5	-6%	18%	1%	2	-7%	i	12%
> O=C(NCC1CCCO1)c1cc(-c2ccncc2)nc2ccc(S(=O)(=O)N3CCOCC3)cc12 (stereo not drawn)
→ 9%	0.4	0%	16%	2%	8	3%	i	-6%
> O=C1CS/C(=N/N=C2CCCC2)N1
→ 24%	-3.2	-9%	-17%	4%	0	-11%	i	-1%
> O=C(O)C1C2C=CC(O2)C1C(=O)NCc1ccc(Cl)cc1 (stereo not drawn)
→ 6%	-1.3	-12%	7%	-11%	0	4%	i	6%
> O=C(OCC(=O)N(C1CCCCC1)C1CCCCC1)c1ccco1
→ -1%	-4.2	-2%	-5%	-6%	.	-11%	-21%	1%
> CCOc1ccccc1NC(=O)CCCn1cc([N+](=O)[O-])cn1
→ 2%	-1.6	-22%	4%	-2%	3	-4%	i	3%
> CCC(=O)Nc1nc2ccc(NC(=O)c3cc(OC)c(OC)c(OC)c3)cc2s1
→ ?	-0.8	-7%	-2%[7.66 µM]	0%	3	-3%[7.66 µM]	-25%	-2%
> COc1ccc(CN2C(=O)CS/C2=N/N=C/c2cccs2)cc1
→ 3%	-2.0	0%	-22%	5%	8	0%	-39%[inhibitor]	6%
> O=c1cc(CN2CCN(Cc3ccc(F)cc3)C(CCO)C2)[nH]c2ccccc12 (stereo not drawn)
→ 2%	-2.0	-22%	14%	1%	-3	-1%	i	2%
> CCOC(=O)CN(C)C(=O)C1CCCN1C(=O)OC(C)(C)C (stereo not drawn)
→ 2%	0.0	-3%	5%	-4%	0	-1%	i	-12%
> Nc1ncnc2c1ncn2[C@@H]1O[C@H](C(=O)Nc2ccc(C(=O)N3CCCCC3)cc2)[C@@H](O)[C@H]1O
→ -9%	-0.5	-2%	3%	-2%	8	2%	i	2%
> CCC(SC1=NCCS1)C(=O)Nc1ccc(S(N)(=O)=O)cc1 (stereo not drawn)
→ -8%	-3.5	-10%	9%	-2%	-1	5%	-2%	6%
> CCN(CC)c1ccc(NC(=O)c2ccc(Br)o2)cc1
→ 6%	-0.4	-2%	-29%	-5%	.	8%	-1%	7%
> Cc1ccccc1OCCn1cnc2cc([N+](=O)[O-])ccc2c1=O
→ -9%	-3.5	1%	13%	21%	0	5%	-51%[inhibitor]	-4%
> CC1=C(C(=O)N(C)C)CC(CC(=O)NCc2cccc3ccccc23)C(=O)N1CCC1=CCCCC1 (stereo not drawn)
→ -2%	-1.2	-12%	?	9%	1	-9%	i	-6%
> Cc1cc(C)cc(NC(=O)CCn2c(=S)[nH]c3ccccc3c2=O)c1
→ -23%	-1.7	-1%	9%	-3%	-4	-1%	i	4%
> O=C(CN1C(=O)CCSc2ccc(S(=O)(=O)N3CCCC3)cc21)NCc1ccccc1Cl
→ 9%	-2.3	-14%	-9%	-1%	-4	-2%	-2%	9%
> Cc1cc(N2CCCCC2)nc2ccc(NC(=O)CCC(=O)NCCC(C)C)cc12
→ 10%	-2.2	-1%	0%	9%	.	-9%	i	0%

A few values from the entries so far.
CCOc1ccccc1NC(=O)CCCn1cc([N+](=O)[O-])cn1 @ EPAC1 ag: 3%
O=c1cc(CN2CCN(Cc3ccc(F)cc3)C(CCO)C2)[nH]c2ccccc12 (stereo not drawn) @ PI5P4K alpha inh: -3

Carrying on:
Each structure is followed by: EPAC1 antag	IL2 activator	PLK1 PBD inh	GLP1R inv ag	GLP1R ag	PI5P4K alpha inh	GLP1R cytotox	PTHR1 ag	EPAC1 ag
> COC(c1ccccc1)c1nnc(CCC(=O)N2CCN(CCOc3ccccc3)CC2)o1 (stereo not drawn)
→ 27%	-0.7	5%	-32%	10%	-3	5%	-10%	-5%
> Cc1ccc(C2CCN(C(=S)NC(C)(C)C)C2)cc1 (stereo not drawn)
→ 0%	-0.1	-1%	?	12%	2	17%	-11%	12%
> CC1Cc2ccccc2N1C(=O)C1CCCCN1S(=O)(=O)c1ccccc1 (stereo not drawn)
→ -12%	-2.5	1%	0%	1%	.	0%	-14%[57.5 µM]	15%
> O=C(CCn1cnnn1)Nc1cc(C(F)(F)F)cc(C(F)(F)F)c1
→ .	.	.	?	9%	.	-32%	i	.
> CCOC(=O)C1CCCN(C(=O)c2cccc(NC(=O)C(CC)CC)c2)C1 (stereo not drawn)
→ 8%	0.6	-13%	-27%	8%	10	10%	-20%	2%
> c1csc(-c2nnc(N3CCOCC3)c3ccccc23)c1
→ -2%	-0.2	-17%	41%[activator]	19%	5	5%	i	-6%
> COC(=O)COc1ccc(/C=N/NS(=O)(=O)c2ccccc2)cc1
→ -8%	1.1	-11%	-7%	0%	-7	11%	-44%[inhibitor]	1%
> CC1CN(Cc2ccccc2)c2nc3c(c(=O)n(CC(=O)O)c(=O)n3C)n2C1 (stereo not drawn)
→ -5%	-1.7	-14%	20%	4%	-1	1%	-22%	2%
> O=C(NCCCN1CCOCC1)c1c(F)c(F)c(F)c(F)c1F
→ -1%	0.0	-4%	12%	-11%	1	11%	i	-7%

Screening results from PubChem.
